Screening results: PubChem, several laboratories
5-HT1A blocker: blocks the human serotonin 5-HT1a receptor. 0.68% of 62,000 active. CHO 5-HT1a Ga15 NFAT-bla reporter, antagonist mode. inhibition, % at 10 µM. P08908. AID 612;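 active = inhibition above the mean of all tested compounds plus 3 SD, cut at about 43% in these data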;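 also: receptor stimulated by 5-CT agonist at 100 nM near EC80; beta-lactamase reporter measured by ratiometric fluorescence of a cleavable substrate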
5HT1E ag: 5-HT1E (human) receptor agonism. P28566. CHO 5-HT1E Ga15 NFAT-bla reporter, FRET; 0% DMSO wells, 100% control agonist wells. activation, % at 6 µM. 0.69% of 65,000 active. AID 574;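 active = activation above a set limit, the screen-wide mean activation plus 3 SD, cut at about 8.5% in these data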;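 also: 100% = positive control agonist at 1 µM giving full maximal response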
Target sequence (P28566 whole entry, looked up): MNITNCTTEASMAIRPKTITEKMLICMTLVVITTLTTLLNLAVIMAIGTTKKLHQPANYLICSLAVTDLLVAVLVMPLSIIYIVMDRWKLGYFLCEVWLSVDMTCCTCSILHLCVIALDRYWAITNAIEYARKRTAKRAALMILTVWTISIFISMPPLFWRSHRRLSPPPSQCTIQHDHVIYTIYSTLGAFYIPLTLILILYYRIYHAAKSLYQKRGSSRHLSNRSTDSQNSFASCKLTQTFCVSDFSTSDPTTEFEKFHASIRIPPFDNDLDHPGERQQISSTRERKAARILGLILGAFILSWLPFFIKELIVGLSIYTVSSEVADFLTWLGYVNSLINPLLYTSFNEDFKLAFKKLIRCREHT
S1P1 ag pot: activates or potentiates agonism at human S1P1 receptor | P21453 | S1P1 CRE-bla cells, forskolin, beta-lactamase FRET, potentiator mode; S1P1 agonist co-added at EC20, 2 nM; 100% = saturating reference agonist, 0% = basal | activation, % at 9.5 µM | 0.57% of 56,000 active | AID 449;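 active = activation above a cutoff set at the mean activation of all tested compounds plus 3 SD, cut at about 54% in these data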;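 also: forskolin at 4 µM as EC80 and the EC20 agonist is SEW2871; 100% = SEW2871 at its EC100 plus forskolin at EC80; some compounds past the cut are filed as inactive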
Target sequence (P21453 whole entry, looked up): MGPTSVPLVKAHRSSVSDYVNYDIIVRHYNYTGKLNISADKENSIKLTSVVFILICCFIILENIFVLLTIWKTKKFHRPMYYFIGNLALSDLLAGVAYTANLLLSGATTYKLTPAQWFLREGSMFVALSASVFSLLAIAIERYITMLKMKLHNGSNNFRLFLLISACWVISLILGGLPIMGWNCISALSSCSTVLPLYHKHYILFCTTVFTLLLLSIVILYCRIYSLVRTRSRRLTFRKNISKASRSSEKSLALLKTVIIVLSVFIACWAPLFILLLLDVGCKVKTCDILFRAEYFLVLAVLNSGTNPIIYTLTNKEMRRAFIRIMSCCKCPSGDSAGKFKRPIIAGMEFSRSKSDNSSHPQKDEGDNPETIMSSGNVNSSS
HER2 expr 66K: Her2 kinase expression inhibition; 0.69% of 65,000 active; P04626; SKBR-3 HER2 protein level, AlphaScreen, 18-24 h; active compounds read low; HER2 level % of control, % at 10 µM;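 active = HER2 level under 5% of the carrier-only control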;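 also: 100% = DMSO carrier and 0% = 500 nM PU-H71 HSP90 inhibitor; lower value means stronger loss of Her2 protein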
MMP-13 inhibitor: MMP13 (human) collagenase inhibition | P45452 | MMP-13 fTHP FRET cleavage, Mca fluorescence | inhibition, % at 4 µM | 0.07% of 65,000 active | AID 570;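 active = inhibition above the mean of compound-free control plate wells plus 3 SD, cut at about 14% in these data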;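 also: 0% = DMSO wells and 100% = wells with reference MMP-13 inhibitor after basal subtraction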
Fluor 339 460: intrinsic fluorescence of library compounds, ex339/em460 – biochemical, MLSMR library, data from DPM-DC assay, artefact control, profiling panel | 5.5% of 65,000 active | compound autofluorescence, ex339/em460 nm, NADH buffer; active compounds read high; 1 = no-compound wells, NADH background | AID 709 | fluorescence fold increase at 10 µM;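 active = at 10 µM, mean starting fluorescence two-fold or more over control wells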;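 also: signal is the first read of a kinetic run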
A340 absorber: absorbance at 340 nm. compound absorbance at 340 nm, fold over control. fold change at 10 µM. 65,000 tested, under 10 active;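 active = at 10 µM dose, initial 340 nm absorbance at least 2 fold that of control wells; inactive = change under 2 fold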;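 also: initial absorbance extrapolated from kinetic A340 decline of NADH oxidation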
S1P3 ag: S1P3 (human) receptor agonism. activation, % at 4.5 µM. Q99500. S1P3 NFAT-BLA reporter cells, FRET ratio; relative to 1 µM S1P, basal subtracted. 0.1% of 60,000 active;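 active = activation above the screen-wide mean plus 3 SD, cut at about 4.5% in these data, passing the limit was not always enough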; also: some compounds called inactive have numbers as strong as hits
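Material: Human S1P3 NFAT-BLA reporter CHO cells | Incubation: Overnight plating, 4 h compound 37 °C, 2 h substrate RT | Signal: FRET β-lactamase substrate fluorescence, excitation 405 nm, 460/535 nm emission ratio, background-subtracted | Compound: 4.5 µM final, single dose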
HTR1E antagonist: blocks the human 5-HT1E serotonin receptor; P28566; CHO 5-HT1E Ga15 NFAT-bla reporter, FRET, antagonist; inhibition, % at 6 µM; 0.99% of 65,000 active; AID 571;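 active = inhibition above a set limit, the mean inhibition across every tested compound plus 3 SD, cut at about 29% in these data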;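 also: signal is the 460 over 535 nm emission ratio of beta-lactamase substrate; 0% = agonist plus DMSO wells and 100% = wells without agonist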
Active calls of the source: *; i = inactive; · = not tested or not shown; [ ] = another dose, or the depositor's remark.

5-HT1A blocker,5HT1E ag,S1P1 ag pot,HER2 expr 66K,MMP-13 inhibitor,Fluor 339 460,A340 absorber,S1P3 ag,compound,HTR1E antagonist
9,-0.3,-8,91,0,1.1,0.98,-0.9,N#CC1=C(N)Oc2nc(-c3ccccc3)[nH]c2C1c1cccnc1 (configuration not stated),5
-6,-0.6,·,114,0,1.1,1.1,·,COC(=O)CSc1nc2ccccc2nc1SCC(=O)OC,0
-12,-0.2,1,119,1,1.1,1,0.1,COc1ccc(NC(=O)C23CCC(C)(C(=O)O2)C3(C)C)cc1 (configuration not stated),-6
-1,-0.7,-2,94,0,1.1,1,-0.6,Cc1nc2sc(C(c3cccc(F)c3)N3CCC(O)CC3)c(O)n2n1 (configuration not stated),29
-13,0.1,-12,100,-2,1,1,0.1,CN(C(=O)c1cccc(N2C(=O)C3CC=CCC3C2=O)c1)C1CCCCC1 (configuration not stated),-1
·,-0.4,-15,139,-1,1.1,1,-0.7,COc1ccc(OC)c(C(O)c2coc3ccc(O)c(CN4CCOCC4)c23)c1 (configuration not stated),4
-8,-0.9,-9,197,2,1.1,1,-1.3,CC1CCN(C(=O)c2cc3ccccc3o2)CC1,-8
-6,-0.7,38,76,1,1,0.98,1.2,COCCn1c(C)cc(C(=O)COC(=O)c2n[nH]c3ccccc23)c1C,-7
-10,0.3,4,86,0,1.1,1,-0.8,CC(=O)OCN(C#N)c1nc(N(C)C)nc(N(C)C)n1,-3
8,-0.5,-6,116,-6,1,1,-1.2,CCOC(=O)C(NC(=O)Nc1ccccc1)(OCC)C(F)(F)F (configuration not stated),9
-4,0.6,·,100,-4,1.1,1.1,0.3,CC12CC3CC(C)(C1)CC(C(=O)Nc1nn[nH]n1)(C3)C2,1
·,-0.1,-1,128,1,1.1,1,-2.1,C[N+]1(CCNC(=O)/C=N/O)CCCCC1,-7
-2,0.8,12,92,1,1.1,1,-2.0,N#Cc1cc2c([nH]c1=S)CCCCCC2,-2
0,0.2,0,97,-40,3.5*,1.1,-0.5,CC(C)Cn1c2nc3ccccc3nc2c2c(=O)n(CCN3CCOCC3)cnc21,12
-3,0.0,-17,93,10,1.1,0.97,-0.3,Cc1ccc(-c2nnn(CC(=O)Nc3ccccc3N3CCOCC3)n2)cc1,13
-3,0.5,-2,61,-2,1.1,1.1,0.9,O=C(c1ccco1)N1CCN(C(=O)c2cc(-c3ccncc3)nc3ccc(Br)cc23)CC1,-4
-12,-0.8,-15,103,0,1.1,1,-0.4,CCn1ncc(C2=NOC(C(=O)Nc3cc(OC)c(Cl)cc3OC)C2)c1C (configuration not stated),4
-4,0.5,7,100,7,1,1,-0.7,CN(C)S(=O)(=O)c1ccc(C(=O)Nc2ccccn2)cc1,-3
0,-0.6,-1,103,5,1.1,1,-0.1,COc1ccc(NC(C)=O)cc1NC(=O)CN1CCN(CC(=O)Nc2ccccc2Cl)CC1,2
-7,0.1,-6,94,2,1.1,1,-0.7,NC(=O)C1CCN(C(c2ccccc2F)c2nnnn2Cc2ccco2)CC1 (configuration not stated),-6
-3,0.4,7,115,-3,1.1,1,0.1,COc1ccc(C2CC(c3ccc(F)cc3)Nc3nc(N)nn32)cc1OC (configuration not stated),-4
42,0.4,2,87,-12,1.5,1.1,-0.2,CCOCCCn1c(=N)c(C(=O)NCc2ccc3c(c2)OCO3)cc2c(=O)n3ccccc3nc21,-3
4,-0.5,26,73,-4,1.1,1.1,0.0,O=C(CSc1nnc(Cc2cccs2)n1-c1ccccc1)Nc1ccc2c(c1)OCCO2,10
30,0.4,-14,77,-101[fluorescence artefact?],3.8*,1,0.1,Cc1ccc2cc(C#N)c(NCc3ccco3)nc2c1,21

An excerpt from above, limited to Fluor 339 460:
| smiles | Fluor 339 460 |
| --- | --- |
| CCn1ncc(C2=NOC(C(=O)Nc3cc(OC)c(Cl)cc3OC)C2)c1C (configuration not stated) | 1.1 |
| CN(C)S(=O)(=O)c1ccc(C(=O)Nc2ccccn2)cc1 | 1 |
| COc1ccc(NC(C)=O)cc1NC(=O)CN1CCN(CC(=O)Nc2ccccc2Cl)CC1 | 1.1 |

The list goes on:
5-HT1A blocker,5HT1E ag,S1P1 ag pot,HER2 expr 66K,MMP-13 inhibitor,Fluor 339 460,A340 absorber,S1P3 ag,compound,HTR1E antagonist
-20,0.1,-8,54,-9,0.99,1,-0.3,CC1(C(=O)O)CCC(C(=O)NCCc2ccccc2)C1(C)C (configuration not stated),-7
-2,-0.2,-22,76,1,1.2,1.1,-0.8,C1=C(c2ccccc2)CCN(c2nc3ccccc3n3cnnc23)C1,1
3,-0.3,-16,97,0,1,1,0.0,CCOC(=O)C1(C(F)(F)F)N=C(N(C)C)OC(N(C)C)=N1,-3
24,0.7,69*,131,2,1.1,1,-0.2,Cc1nnc(SCC(=O)N2CCC(c3noc4ccc(F)cc34)CC2)s1,16
12,-1.4,-6,125,-6,1.4,1,0.1,CCOC(=O)CSC1=C(C#N)C(c2ccccc2C)C2=C(CCCC2=O)N1 (configuration not stated),9
-2,0.5,-17,119,3,1.1,1.1,-1.4,CC1=C(NCCc2ccccc2)CCC1=O,3
7,-1.0,13,48,1,1.1,0.99,-0.9,O=C(CCC1COc2ccccc2O1)NCC1COc2ccccc2O1 (configuration not stated),-2
2,0.0,-8,103,3,0.85,0.99,-0.9,NC(=O)C1CCN(C(c2ccccc2Cl)c2nnnn2Cc2ccc3c(c2)OCO3)CC1 (configuration not stated),-10
6,-0.8,8,92,-8,1,1,-0.9,O=C(NCc1ccc2c(c1)OCO2)C1CCCN(S(=O)(=O)c2cccc3cccnc23)C1 (configuration not stated),6
-5,-0.3,-20,98,1,1.1,1,0.4,COc1cccc(NS(=O)(=O)c2cn(C)c(=O)n(C)c2=O)c1,5
-6,-0.1,2,99,7,1.1,1,-0.1,CCN1CCN(c2nc3c(c(=O)[nH]c(=O)n3C)n2CCCSc2ncccn2)CC1,0
·,-0.6,0,117,-3,1,1,-5.7,COC(=O)Nc1nc2ccc(Sc3ccccc3)cc2[nH]1,66*
-12,-0.3,-20,84,-6,1.2,1,0.7,O=C(Nc1nnc(-c2ccco2)s1)C1CCCCC1,-17
-7,0.3,-32,95,-14,1.1,1,0.3,COc1ccc(-c2nc(CSCC(=O)N3CCC(C(N)=O)CC3)c(C)o2)cc1OC,1
6,-0.4,-12,104,1,1.1,1,-0.8,CCOC(=O)c1[nH]c(C)c(CN(CCc2ccccc2)C(=O)CCC(=O)O)c1C,3
-14,1.1,11,69,-8,2*,1.2,0.4,CCOC(=O)c1cc(C#N)c(SCC(=O)c2cc(C#N)c(SC)nc2C)[nH]c1=O,4
22,-0.4,12,91,-156[fluorescence artefact?],3.9*,1.1,0.3,N=c1c(C(=O)NC2CCCCC2)cc2c(=O)n3ccccc3nc2n1CCN1CCOCC1,-11
-2,-0.3,0,80,-5,1,1,-0.7,CCOc1ccccc1NC(=O)C1C2C=CC(O2)C1C(=O)O (configuration not stated),3
7,-0.6,0,159,-5,0.95,1,0.4,Cc1nnc(SCC(=O)c2cc(C)n(-c3c(C)n(C)n(-c4ccccc4)c3=O)c2C)s1,-9
-4,-0.1,48,63,1,1.1,1,-0.2,O=C(C1CCCN(S(=O)(=O)c2cccc3nsnc23)C1)N1CC=C(c2ccccc2)CC1 (configuration not stated),-9
11,0.2,-12,112,2,1.1,1.4,-1.0,CCOC(=O)c1cnn(-c2cc(C)c3ccccc3n2)c1N,0
0,0.1,-1,118,10,1,1,-1.1,CCOC(=O)CNc1ncnc2nc[nH]c12,-1
-7,-0.1,-19,44,-15,1.1,1.1,-0.7,COc1cccc(-c2cc(C(=O)N3CCN(c4ncccn4)CC3)c3ccccc3n2)c1,16
4,-0.9,-14,102,-3,1,1,-0.5,CCOc1ccccc1NC(=O)C1CCCN(S(=O)(=O)c2cccc3cccnc23)C1 (configuration not stated),20
10,-0.4,·,141,-1,1.1,1,·,CC1CCCN(C(=O)Cc2ccc(F)cc2)C1 (configuration not stated),-3
6,12*,·,102,2,1,1,-0.6,CCc1ccccc1OCCCCN1CCCC1,-9
6,0.3,-17,103,-6,1.2,1.1,-1.3,N#Cc1ccccc1Cn1c(-c2cscn2)nc2ccccc21,21
-4,-0.2,0,66,-2,1,0.98,0.6,CCCn1c(SCC(N)=O)nnc1C(C)C,-11
-9,-1.1,-28,81,-6,1.3,1,-0.6,CCCCn1c2c(c3ccccc31)CCc1nonc1-2,-3
5,-0.8,-8,73,2,1.1,0.97,-0.4,COc1ccc(CCNC(=O)c2nc3ncccn3n2)cc1OC,11
1,-0.2,-23,57,6,1.1,1,-1.2,O=C(O)C1C2C=CC(C2)C1C(=O)N1CCN(CCO)CC1 (configuration not stated),-7
-7,0.8,19,93,-4,1.1,1,0.3,COc1ccc(C)cc1NC(=O)c1nnn(CCc2ccccc2)c1N,-15
16,-0.4,0,63,3,1.1,1,0.1,CCn1c(SCC(=O)N2c3ccccc3Sc3ccccc32)nnc1-c1ccco1,-2
7,0.1,-8,128,i[fluorescence artefact?],3.6*,1.1,-0.1,Cc1ccc(CNc2oc(-c3cccs3)nc2C#N)cc1,6
-8,0.5,14,76,-4,1.2,1,-1.3,COC(=O)c1[nH]c2ccccc2c1NC(=O)CN1CCC(C(N)=O)(N2CCCCC2)CC1,7

6 compounds from above, arranged by the value under HER2 expr 66K, high to low:
5-HT1A blocker,5HT1E ag,S1P1 ag pot,HER2 expr 66K,MMP-13 inhibitor,Fluor 339 460,A340 absorber,S1P3 ag,compound,HTR1E antagonist
10,-0.4,·,141,-1,1.1,1,·,CC1CCCN(C(=O)Cc2ccc(F)cc2)C1 (configuration not stated),-3
6,0.3,-17,103,-6,1.2,1.1,-1.3,N#Cc1ccccc1Cn1c(-c2cscn2)nc2ccccc21,21
6,12*,·,102,2,1,1,-0.6,CCc1ccccc1OCCCCN1CCCC1,-9
-7,0.8,19,93,-4,1.1,1,0.3,COc1ccc(C)cc1NC(=O)c1nnn(CCc2ccccc2)c1N,-15
-9,-1.1,-28,81,-6,1.3,1,-0.6,CCCCn1c2c(c3ccccc31)CCc1nonc1-2,-3
-4,-0.2,0,66,-2,1,0.98,0.6,CCCn1c(SCC(N)=O)nnc1C(C)C,-11
